Screening results as filed in PubChem BioAssay.
S1P3 antag – S1P3 receptor antagonists, primary screen, cell-based; Sphingosine 1-phosphate receptor 3 (Homo sapiens), Q99500; CHO S1P3 NFAT-BLA reporter, FRET fluorescence, antagonist mode; inhibition, % at 4.98 µM; 170,000 compounds, 0.27% hits; AID 485, 2006;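 active = inhibition above the plate cutoff, the mean inhibition of test wells on that plate plus 3 SD, cut at about 28% in these data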;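 note: cells challenged with S1P at its EC80 of 0.8 µM; blue over green emission ratio from cleaved BLA substrate after 4 h stimulation; 0% = S1P-stimulated wells and 100% = unstimulated DMSO-only wells; some compounds past the cut are filed as inactive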
Target sequence (Q99500 whole entry, looked up): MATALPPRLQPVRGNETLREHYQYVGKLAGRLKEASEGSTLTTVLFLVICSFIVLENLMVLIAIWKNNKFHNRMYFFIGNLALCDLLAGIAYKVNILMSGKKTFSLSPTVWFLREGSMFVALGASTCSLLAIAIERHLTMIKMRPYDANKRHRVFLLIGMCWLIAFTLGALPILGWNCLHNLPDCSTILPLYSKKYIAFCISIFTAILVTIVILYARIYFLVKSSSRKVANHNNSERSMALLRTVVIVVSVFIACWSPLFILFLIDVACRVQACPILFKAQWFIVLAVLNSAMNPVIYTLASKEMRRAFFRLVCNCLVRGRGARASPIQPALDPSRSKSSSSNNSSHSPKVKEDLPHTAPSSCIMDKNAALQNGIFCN
ROMK primary – ROMK potassium channel modulators, primary screen, cell-based, thallium flux, MLSMR library; Tet-inducible ROMK, thallium flux fluorescence; actives lie on both sides; B-score at 10 µM; 130,000 compounds, 2% hits;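 active = signal ratio slope over the read window, or its plate-corrected B-score, at least 3 SD from the plate mean, either direction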;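 note: B-score of the F/F0 ratio slope over 7 to 12 s after thallium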
Target sequence (P48048 whole entry, looked up): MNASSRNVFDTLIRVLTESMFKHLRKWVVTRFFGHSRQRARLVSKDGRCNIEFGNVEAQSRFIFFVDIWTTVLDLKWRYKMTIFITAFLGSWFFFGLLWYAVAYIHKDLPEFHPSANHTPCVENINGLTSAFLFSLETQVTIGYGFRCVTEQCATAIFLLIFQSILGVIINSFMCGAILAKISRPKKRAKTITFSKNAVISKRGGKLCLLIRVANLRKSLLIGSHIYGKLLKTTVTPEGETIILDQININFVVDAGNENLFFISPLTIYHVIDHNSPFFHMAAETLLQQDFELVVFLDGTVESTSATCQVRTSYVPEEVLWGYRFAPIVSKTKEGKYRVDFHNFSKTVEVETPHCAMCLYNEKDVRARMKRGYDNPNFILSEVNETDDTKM
* marks the source's active call; other numbers are inactive results. Some of the compounds tested (hit frequency here may not be typical).

SMILES | S1P3 antag | ROMK primary
Cc1ccc(C)n1-c1nn(S(=O)(=O)c2cccc(C(F)(F)F)c2)c2cccc(F)c12 | -5 | 0.82
NC(=S)Nc1cccc(Cl)c1 | 3 | -0.38
CC(C)Cc1nc2sc3c(c2c(=O)n1N)CC(C(C)C)OC3 (stereo not drawn) | 9 | 1.4
O=C(N/N=C/c1cn(CC(=O)N2CCOCC2)c2ccccc12)c1cccnc1 | 10 | -0.23
NS(=O)(=O)c1ccc(-c2ccc(/C=N/NC(=O)c3ccccc3O)o2)cc1 | 3 | 0.15
C/C(=N/NC(=O)CN1CCN(Cc2ccccc2Cl)CC1)c1cccs1 | 2 | -0.71
COc1ccccc1/C=N\Nc1ccccc1[N+](=O)[O-] | -5 | 0.3
O=C(CO/N=C/c1c(Cl)cccc1Cl)NNC(=O)c1cccc(Cl)c1 | -1 | -0.3
CCOC(=O)c1c(CN2CCC(C)CC2)n(C)c2cc(Br)c(OC)cc12 | 2 | -2.6
N#CCC(=O)N/N=C/c1coc2ccccc2c1=O | -8 | -1.9
CCOC(=O)C1CCCN(C(=O)Nc2c(-c3ccccc3)noc2C)C1 (stereo not drawn) | -12 | 0.83
COc1ccc(C2=NOC(COc3ccc([N+](=O)[O-])cc3)C2)cc1 (stereo not drawn) | 0 | -1.1
CC(=O)Nc1nc2ccccc2n1Cc1ccc(Cl)cc1 | 9 | 0.12
NC(N)=NC(N)=Nc1cccc2ccccc12 | -21 | 0.2
O=C(N=Nc1c(O)[nH]c2ccccc12)c1cc(-c2cccs2)[nH]n1 | -4 | 0.44
CC(C)OP(=O)(OC(C)C)/C(C=O)=N\Nc1ccc([N+](=O)[O-])cc1 | 2 | -0.099
Cc1nc(SCC(N)=O)c(C#N)c(C)c1C | 0 | -0.043
Cc1ccc2nc(-c3ccc(NS(=O)(=O)c4c(C)n(C)c(=O)n(C)c4=O)cc3)sc2c1 | 0 | -0.085
COC(=O)c1ccc(S(=O)(=O)NCc2ccccc2)n1C | -4 | -0.08
O=C(O)CCNC(=S)Nc1cccc(F)c1 | 1 | -0.17
CCN(CC)CCOC(=O)c1ccc(N/C=C(/C#N)c2nc(-c3ccc(OC)c(OC)c3)cs2)cc1 | 1 | 1.1
CC(=O)SC1CC(=O)N(c2c(C)cccc2C)C1=O (stereo not drawn) | -7 | -0.012
COc1ccc(/C=C/C(=O)NC(=S)N2CCN(c3ccccc3OC)CC2)cc1 | 12 | -0.038
Cn1c(=O)oc2cc(S(=O)(=O)N3CCC(C(=O)NCCc4ccccc4)CC3)ccc21 | 10 | 0.043
COc1cccc(/C=N/NC(=O)c2ccc(=O)[nH]n2)c1O | 3 | -0.25
Cc1onc(-c2ccc(Cl)cc2)c1-c1ccnn1S(=O)(=O)c1ccc(Cl)cc1 | 17 | 0.93
COC(=O)N/N=C/c1ccc(OC(=O)/C=C/c2ccco2)cc1 | -13 | 0.79
S=c1[nH]nc(-c2ccccn2)n1/N=C/c1ccco1 | 4 | 0.78
CCOC(=O)/C(C)=N/Nc1nc(-c2ccc(NC(C)=O)cc2)cs1 | -1 | 0.96
NC(=S)Nc1cccc(-c2n[nH]c(=S)o2)c1 | -1 | 0.14
O=C(NNC(=S)Nc1ccccc1Cl)c1ccncc1 | -1 | -0.74
O=C(COC(=O)c1ccccn1)Nc1nc(-c2cccc([N+](=O)[O-])c2)cs1 | -7 | -0.0045
COc1ccc(OC)c(CCNC(=O)C(=O)Nc2ccc3nc4n(c(=O)c3c2)CCCCC4)c1 | 11 | -0.64
Cc1ccc(C2=Nc3ccccc3SC(c3cccc([N+](=O)[O-])c3)C2)cc1 (stereo not drawn) | 3 | -1.2
CCN(c1ccccc1)P(=O)(Nc1ccccc1)Nc1ccccc1 | -5 | -0.42
Cn1nccc1NC(=O)Nc1ccc(Cl)cc1 | 6 | -0.32
COc1cc2c(cc1OC)C(Nn1cnnc1)=NC1(CCCC1)C2 | 4 | 0.009
CC(C)Oc1ccc(CCC(=O)N/N=C/c2ccncc2)cc1 | 10 | 1.5
COc1ccc(OC)c(Nc2nc(N)c([N+](=O)[O-])c(NCc3ccccc3)n2)c1 | -9 | -0.51
COc1ccc(C(=O)NN2C(=S)N(c3ccc(OC)cc3)C(=O)C2CC(N)=O)cc1 (stereo not drawn) | 0 | -0.37
CN(CC(=O)Nc1ccc2c(c1)OCO2)S(=O)(=O)c1ccc2c(c1)CCC(=O)N2 | 14 | 0.042
Cc1nc(-c2cccs2)sc1C(=O)NN | 5 | 0.0006
Cc1c(O)ccc(/C=N/Nc2nc(-c3cccnc3)nc3ccccc23)c1O | 5 | 1.5
Cc1cccc(N(CC(=O)NC(C)(C)C)C(=O)CNC(=O)c2cccs2)c1C | 12 | 0.04
O=C(COc1ccc(Cl)cc1)c1ccc(O)cc1O | 0 | -0.63
CC(=O)N(OCc1ccc(OC(C)C)c(Cl)c1)C(C)=O | -5 | -0.062
O=C(N/N=C/c1ccccc1[N+](=O)[O-])c1ccc2nc[nH]c2c1 | 6 | 0.041
CCCCOc1ccc(N=Nc2ccc(N)nc2N)cn1 | 7 | 0.61
C=C(C)Cn1c(SCC(=O)N/N=C/c2ccccc2OCC(=O)O)nnc1-c1ccc(Br)cc1 | 4 | 0.17
Cc1nnsc1-c1nnc(SCC(=O)c2ccc(F)cc2)n1C1CC1 | 2 | -0.094
O=c1[nH]nc(-c2ccc(F)cc2)cc1Cc1ccc(F)cc1 | 4 | -0.68
COC(=O)c1ccccc1NC(=O)NC1CCCCC1 | 4 | 1.2
CCC1S/C(=N/N=C/c2ccco2)N(Cc2ccccc2C)C1=O (stereo not drawn) | 0 | 0.43
O=c1[nH]c2ccc(S(=O)(=O)N3CCN(c4ccc(F)cc4)CC3)cc2o1 | -13 | -0.13
CCOC(=O)N1CCN(CC(=O)Nc2sc(CC)cc2C(=O)c2ccc(OC)cc2)CC1 | -7 | -0.82
CC(C)(O)P(=O)(O)CCc1ccccc1 | -8 | -0.018
C/C(=N\NC(=O)c1cccc([N+](=O)[O-])c1)c1cccs1 | 6 | 0.092
COC(=O)CN1C(=S)N(c2ccc(F)cc2)C(=O)C1CC(=O)Nc1ccc(OC)cc1 (stereo not drawn) | -8 | -1.2
COc1ccc(NC(=O)CCl)cn1 | 4 | -1.8
COC(=O)c1ccc(=O)c2nc3/c(=C/O)c(O)cc(=O)c3[nH]c12 | -3 | 0.24

Filtered by structure, those above with two or more sulfur atoms (4)
SMILES | S1P3 antag | ROMK primary
Cc1ccc2nc(-c3ccc(NS(=O)(=O)c4c(C)n(C)c(=O)n(C)c4=O)cc3)sc2c1 | 0 | -0.085
NC(=S)Nc1cccc(-c2n[nH]c(=S)o2)c1 | -1 | 0.14
Cc1nc(-c2cccs2)sc1C(=O)NN | 5 | 0.0006
Cc1nnsc1-c1nnc(SCC(=O)c2ccc(F)cc2)n1C1CC1 | 2 | -0.094

(more compounds)
SMILES | S1P3 antag | ROMK primary
CCOC(=O)COc1cccc2c(=O)n(CC(=O)NCc3ccc(F)cc3)ccc12 | 30* | 3.1*
Cc1nn(-c2ccccc2)c(NC(=O)C(C)C)c(-c2ccccc2)c1=O | 9 | -0.47
COC(=O)c1ccc(Oc2nc(SC)nc(N(C)C)n2)cc1 | 20 | -0.12
CC(C)(C)CC(=O)NCCc1csc(-c2ccccc2)n1 | 16 | 0.2
C=CCNC(=S)NNC(=O)Cn1c(-c2ccccc2)cc(=O)n2ncnc12 | -7 | 0.87
COc1ccc(-c2c(C#N)c(N)nc(Sc3ccc(Cl)cc3)c2C#N)cc1 | 5 | 0.46
CC1(C)OC(=O)C(=NNc2ccccc2C(=O)O)C(=O)O1 | -3 | 0.096
Cc1cccn(Cc2c(F)cccc2Cl)c1=O | -11 | 0.045
CC(=O)Nc1cccc(-c2cc(-c3c(Cl)cccc3Cl)no2)c1 | -12 | -0.3
CC1=CSC2=NC(C(F)(F)F)(C(F)(F)F)NC(=O)N12 | -13 | -0.92
NC(=O)CCC(C(=O)O)N1C(=O)c2ccc(O)cc2C1=O (stereo not drawn) | 2 | -0.14
O=C(Nc1ccc(F)cc1F)Nc1sccc1-c1nc2ccccc2s1 | 8 | -0.061

Arranged by molar mass (low to high): some entries from above
SMILES | S1P3 antag | ROMK primary
O=C(Nc1ccc(F)cc1F)Nc1sccc1-c1nc2ccccc2s1 | 8 | -0.061
COc1ccc(-c2c(C#N)c(N)nc(Sc3ccc(Cl)cc3)c2C#N)cc1 | 5 | 0.46
CCOC(=O)COc1cccc2c(=O)n(CC(=O)NCc3ccc(F)cc3)ccc12 | 30* | 3.1*

The results go on.
SMILES | S1P3 antag | ROMK primary
Cc1c2cnn(-c3ccccc3)c(=O)c2c(C)n1CCCC(=O)NCCN1CCN(C)CC1 | -1 | -0.47
Cc1c(C(=O)O)c(C(=O)O)c2n1CCS2 | -9 | -0.47
COc1cccc(N2C(=O)C3NN=C(C(=O)CN4C(=O)c5ccccc5C4=O)C3C2=O)c1 (stereo not drawn) | -10 | -0.028
N/C(=N\OC(=O)Cc1cccs1)c1ccc(Cl)cc1 | -3 | 1.1
CCCCOc1ccc(CSCCN)cc1Cl | 7 | -3.2*
COc1cc(NC(=O)c2ccc3snnc3c2)cc(OC)c1 | 6 | -0.36
Clc1ccc(-c2c[n+](Cc3ccc(Br)cc3)c3n2CCCCC3)cc1 | 5 | -4.2*
Cn1nc(NC(=O)C2CCC2C(=O)O)c2c(F)cccc21 (stereo not drawn) | -7 | 0.62
Cc1cc(Oc2ccc(=O)n(C)n2)nc(SCC(N)=O)n1 | -7 | 0.044
N/C(=N\OC(=O)c1ccc2c(c1)OCO2)c1ccncc1 | 4 | 0.73
O=C(CN1CCCCCC1)NN(Cc1ccccc1)c1ccccc1 | -11 | -0.59
COc1cccc(-n2c(=O)n(Cc3ccccc3)c(=O)c3[nH]cnc32)c1C | -4 | -0.075
O=C(Nc1ccsn1)c1ccc(Cl)cc1Cl | -11 | 0.6
Cc1ccc(-n2c(SCC(=O)N/N=C/c3ccccc3C(=O)O)nnc2-c2ccccc2)cc1 | 2 | -0.33
Cc1ccc2nc(SCC(=O)Nc3ncccn3)[nH]c2c1 | -2 | -1.1
CCCN(CCC)CCNC(=O)c1cc2c(=O)n(CC)c3ccccc3c2s1 | -9 | -0.33
O=C(CN1CCN(Cc2ccccc2F)C1=O)NCC1CCCO1 (stereo not drawn) | 9 | 0.46
NC(=O)C1(C(N)=O)OC1c1ccc(Cl)c(Cl)c1 (stereo not drawn) | 1 | 1.3
O=C(O)c1cccc(-n2cccc2/C=C2/NC(=O)N(c3cccc(Cl)c3)C2=O)c1 | 6 | 0.025
CCn1nc(C)c(/C=N/NC(=O)CSc2ccccn2)c1C | 10 | 0.31
Cc1ccc(C(=O)NC2(O)C(=O)c3ccccc3C2=O)cc1C | -1 | -1.3
COc1cccc(/C=N/NC(=S)NCc2ccco2)c1OC | 4 | 0.44
Oc1ccc(-c2cn3ccccc3n2)cc1 | 4 | 0.23
O=C(COc1ncnc2cc(Cl)ccc12)c1ccc2c(c1)OCCO2 | -1 | -1
CC(=O)Cc1nnn(-c2cc(C)on2)n1 | -11 | -0.24
O=C(NC1=NN(c2ccccc2)CC1)Nc1ccccc1F | -6 | 0.48
CCCCOC(=O)n1c(=O)oc2ccc(S(=O)(=O)N3CCCCC3)cc21 | 0 | -0.089
Cn1nc(C(F)(F)F)c(-c2ccccc2)c1NC(=O)c1nccnc1C(=O)O | -13 | -0.96
CC(C)c1nc(Cl)c(C#N)c2c1COC(C)(C)C2 | 0 | 0.92
COc1ccccc1-c1cc(C(=O)NN)[nH]n1 | 10 | 0.58
COc1ccc(C(=O)Nc2nc3cc4c(cc3s2)OCO4)c(OC)c1 | 2 | -0.75
O=[N+]([O-])c1ccc2c(c1)S(=O)c1ccccc1-2 (stereo not drawn) | 1 | -0.098
COCCc1nnc(NC(=O)C(C)C)s1 | -13 | -0.61
O=C(NCc1cccnc1)C(=O)NCC1OCCN1S(=O)(=O)c1cc(F)ccc1F (stereo not drawn) | -7 | -0.49
COc1ccc2c(c1)n([O-])c1c([n+]2=O)CCC1 | 4 | 0.027
CCC(CC)C(=O)N1N=C(c2ccc(NS(C)(=O)=O)cc2)CC1c1ccc(C)cc1 (stereo not drawn) | 7 | -1.2

ROMK primary, hit marks shown above
SMILES | S1P3 antag | ROMK primary
CCOC(=O)COc1cccc2c(=O)n(CC(=O)NCc3ccc(F)cc3)ccc12 | 30* | 3.1*
CCCCOc1ccc(CSCCN)cc1Cl | 7 | -3.2*
Clc1ccc(-c2c[n+](Cc3ccc(Br)cc3)c3n2CCCCC3)cc1 | 5 | -4.2*

Next section:
SMILES | S1P3 antag | ROMK primary
COc1ccc(/C=N/NC(=O)c2[nH]c3ccc(Br)cc3c2-c2ccccc2)c(C(=O)O)c1OC | -7 | 0.68
C=CCn1c(SCc2n[nH]c(=S)n2-c2ccccc2)nnc1-c1ccccc1 | -7 | 1.1
O=C(NCc1ccc(F)cc1)c1ccc(CS(=O)(=O)c2ccc(Br)cc2)o1 | 14 | -1.4
COc1ccccc1CNC(=O)C(=O)NCC1OCCN1S(=O)(=O)c1cccs1 (stereo not drawn) | -1 | 0.56
CC(C)COC(=O)NC1c2ccccc2Oc2ccccc21 | -10 | -0.4
COc1ccc(OC)c(C(Nc2ccccc2)P(=O)(OC(C)C)OC(C)C)c1 (stereo not drawn) | 13 | 1.2
CC(=O)NC1(C(F)(F)F)C(=O)Nc2c1c(=O)[nH]c(=O)n2CCc1ccccc1 (stereo not drawn) | 0 | -0.21
O=c1oc2cc([N+](=O)[O-])ccc2nc1/C=C(O)/C=C/c1ccccc1 | -7 | -0.0024
CC(C)c1ccc(N2C=Nc3ccc(C(C)C)cc3C2)cc1 | 4 | 0.94
CCC(=O)N=c1ccn(C2=Nc3ccccc3NC2=C(C#N)C#N)cc1 | -1 | -0.51
